F508del corr: CFTR F508del correction in bronchial cells; CFBE cells, YFP halide quenching; stimulated with forskolin plus potentiator P3; % fluorescence drop versus neutral controls; activity (quench increase), % at 7.58 µM; 0.36% of 350,000 active; AID 720511;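 active = mean added fluorescence quench of at least 8% versus neutral control, with both replicates also reaching 8%; inconclusive = only one of the mean or replicate conditions met; inactive = mean below 8% and not both replicates reaching 8%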;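 also: cells transiently co-express mutant CFTR-F508del with the halide-sensitive YFP; corrector assay measuring rescue of mutant channel to the surface after 24 h compound exposure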
ERAP1 inh: ERAP1 (human) enzyme inhibition. recombinant ERAP1, Leu-AMC fluorescence, 60 min. inhibition, % at 10.7 µM. 0.15% of 340,000 active;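 active = mean replicate inhibition of at least 30%, or all replicates individually reaching that 30% level; inactive = mean below 30% and not every replicate reaching it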;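 also: 0% = neutral control wells and 100% = L-leucinethiol positive control wells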
ERp5 block: blocks human ERp5 reductase activity on insulin | Q15084 | ERp5 insulin aggregation, absorbance 650 nm, 90 min | inhibition, % at 9.99 µM | 0.05% of 350,000 active;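 active = mean replicate inhibition above about 25%, with every replicate also reaching it, limit read from the data, passing the limit was not always enough; inconclusive = only one of those two criteria met; inactive = neither criterion met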
Target sequence (Q15084 whole entry, looked up): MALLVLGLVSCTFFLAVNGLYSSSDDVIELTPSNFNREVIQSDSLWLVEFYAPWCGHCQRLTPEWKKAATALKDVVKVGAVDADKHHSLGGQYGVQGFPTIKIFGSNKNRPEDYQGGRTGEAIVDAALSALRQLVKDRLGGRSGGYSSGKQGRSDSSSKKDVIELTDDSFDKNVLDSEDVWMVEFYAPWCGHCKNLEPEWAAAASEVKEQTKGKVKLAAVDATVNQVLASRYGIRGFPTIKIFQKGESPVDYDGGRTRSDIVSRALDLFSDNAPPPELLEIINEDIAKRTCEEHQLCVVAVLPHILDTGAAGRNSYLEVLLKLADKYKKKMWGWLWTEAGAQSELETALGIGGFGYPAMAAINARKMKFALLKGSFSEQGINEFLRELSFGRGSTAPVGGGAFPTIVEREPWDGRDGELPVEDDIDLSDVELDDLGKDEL
DENV2 CPE rescue: DENV2-induced cell death inhibition; DENV2-infected cells, cytopathic effect rescue, plate reader; CPE inhibition, % at 9.99 µM; 1.7% of 350,000 active; AID 651640; in the data active = CPE inhibition above about 20%, passing the limit was not always enough; inconclusive = no clear call, values can overlap the other calls; tested in BHK-21 cells;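 also: 0% = median of neutral control wells and 100% = median of positive control wells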
CASP6 VEID inh: caspase-6 (human) enzyme inhibition; 0.53% of 350,000 active; AID 686996; P55212; purified caspase-6, Z-VEID-R110 cleavage fluorescence; inhibition, % at 12.5 µM;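 active = mean inhibition across replicates at least about 35%, with every replicate also reaching that limit, limit read from the data; inconclusive = only one of the two criteria met; inactive = neither criterion met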;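 also: 0% = median of neutral control wells and 100% = no fluorescence left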
Target sequence (P55212 24-179 limits assumed): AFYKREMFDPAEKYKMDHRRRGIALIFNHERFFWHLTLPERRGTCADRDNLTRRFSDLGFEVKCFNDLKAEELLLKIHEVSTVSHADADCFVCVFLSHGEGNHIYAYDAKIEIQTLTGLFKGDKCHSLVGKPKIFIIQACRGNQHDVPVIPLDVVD
Target sequence (P55212 194-293 limits assumed): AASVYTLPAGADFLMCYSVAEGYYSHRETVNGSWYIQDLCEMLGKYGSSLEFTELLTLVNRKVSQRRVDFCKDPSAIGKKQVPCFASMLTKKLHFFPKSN
miR122 inh: blocks miR-122 activity in Huh7 sensor cells; Huh7 miR-122 Renilla luciferase sensor, 48 h; neutral wells = 0, positive control = 100; activation (reporter increase), % at 12.5 µM; 0.3% of 340,000 active; AID 602342;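 active = mean replicate activation score at least 90 and every replicate individually at or above 90; inconclusive = only one of the two criteria met; inactive = neither criterion met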;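 also: higher luciferase means less miR-122 activity so hits act as miR-122 inhibitors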
SIRT5 block: blocks human SIRT5 desuccinylation of peptide; inhibition, % at 15 µM; Purified SirT5, succinyl-peptide AMC, trypsin-coupled fluorescence; Q9NXA8; AID 652115; 1.1% of 330,000 active; in the data active = inhibition above about 15%; inconclusive = no clear call, values can overlap the other calls
Target sequence (Q9NXA8 whole entry, looked up): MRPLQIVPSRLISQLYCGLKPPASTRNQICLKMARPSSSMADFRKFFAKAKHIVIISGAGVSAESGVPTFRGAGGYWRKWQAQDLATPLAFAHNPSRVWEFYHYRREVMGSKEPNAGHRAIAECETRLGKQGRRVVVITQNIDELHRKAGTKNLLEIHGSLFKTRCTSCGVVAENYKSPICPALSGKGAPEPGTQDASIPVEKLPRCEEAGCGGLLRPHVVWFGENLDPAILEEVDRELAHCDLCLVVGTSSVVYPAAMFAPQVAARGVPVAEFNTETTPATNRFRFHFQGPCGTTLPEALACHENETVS
* marks the source's active call; other numbers are inactive results; ? = inconclusive; · = no result given; & = joins results of further samples; [ ] = dose if it differs, or a comment.

compound	DENV2 CPE rescue	ERAP1 inh	SIRT5 block	CASP6 VEID inh	ERp5 block	miR122 inh	F508del corr
COc1ccc(S(=O)(=O)Nc2ccc3c(c2)C(=O)N([C@H](C)CO)C[C@H](C)[C@H](CN(C)Cc2ccc(C(F)(F)F)cc2)OCCCC[C@H](C)O3)cc1	1	0	39*	2	-1	-12[16.7 µM]	1.1
CN(C(=O)CSc1nnc(-c2cccnc2)o1)C1CCCCC1	-8	-1	0	0	4	0	3.0
Nc1ccc(C(=O)NN2C(=O)[C@H](Cl)C2c2ccc(Cl)cc2)cc1 (stereo not given in full)	9	-1	-4	0	3	·	6.4
C[C@H]1CN([C@@H](C)CO)C(=O)CCCn2cc(nn2)CO[C@@H]1CN(C)C(=O)Nc1ccc(N2CCCCC2)cc1	?	10&0&4	-1&1&3	0&0&0	4&-2&5	-3	-2.8&-3.0&-5.7
CNC(=O)C[C@H]1CC[C@H]2[C@@H](COC[C@@H](O)CN2Cc2ccncc2)O1	-11	2	-4	-1	0	-1[16.7 µM]	1.2
COc1ccc(NC(=O)Nc2cccc3c2O[C@@H](CN(C)Cc2ccc(C(=O)Nc4ccccc4N)cc2)[C@@H](C)CN([C@H](C)CO)C3=O)cc1	-10	3	4	1	1	·	0.5
CC1CCN(C(=O)CSc2nnc(Cc3cccn3C)n2CCc2ccccc2)CC1	10	·	·	2	0	3	-4.0
CC(=O)N1[C@H](CO)[C@H](c2ccc(C3=CCCC3)cc2)[C@@H]1CNC(=O)CC1CC1	-6	-2	1	-1	1	·	-3.6
CCCS(=O)(=O)NC(=O)C1(C)CCCN(C(=O)c2ccc3ccccc3n2)C1 (stereo not given)	?	0	-3	1	4	2	0.9
COc1ccc(C2=NN(S(C)(=O)=O)C(c3cccs3)C2)cc1OC (stereo not given)	13	-1	3	-5	-65	2	·
CC12CN3CC(C)(CN(C1)C3c1ccc3c(c1)OCO3)C2=O (stereo not given)	13	0	1	1	-2	·	-0.4
O=C1NC(=O)C(c2ccccc2)N1 (stereo not given)	0	-4	-6	-1	-4	-6	2.9
COc1cc(C(=O)NNC(=O)CCOc2ccccc2C)cc(OC)c1OC	-2	1	·	-1	-6	3	-2.4
CCCNC(=O)Nc1ccc2c(c1)C(=O)N(C)[C@@H]1CC[C@@H](CC(=O)NC3CCC3)O[C@@H]1CO2	-1	·	·	·	·	-4[16.7 µM]	-1.1
CC(=O)Nc1ccc(S(=O)(=O)NCC(=O)NNC(=O)COc2c(C)cccc2C)cc1	-7	0	8	0	11	-2	2.2
CCOC(=O)C1(C)CCN1C(=O)c1cccnc1Oc1ccccc1 (stereo not given)	-3	0	-3	-2	1	2	-3.4
CNC(=O)C(=O)Nc1cc2c3c(c1)CCN3C(=O)CC2	1	1	-3	-3	4	2	-3.7
Cc1ccc(S(=O)(=O)N(C)C[C@H]2OCCCC[C@@H](C)Oc3ccc(NS(=O)(=O)c4ccc(F)cc4)cc3C(=O)N([C@H](C)CO)C[C@H]2C)cc1	-1	1	1	-2	-1	-2[16.7 µM]	2.0
CCCCCCCCCCCC(=O)NC(Cc1ccc(OC)c([N+](=O)[O-])c1)C(=O)O (stereo not given)	-2	·	5	3	-5	·	-1.7
CCOC(=O)OC[C@@H]1[C@@H]2NC(=O)N(C)[C@@]1(CO)Oc1ccccc12	2	-1	1	-1	5	·	-1.7
CCCCN(CC)CCCNC(=O)CN1C(=O)CSc2ccc(S(=O)(=O)N3CCOCC3)cc21	-3	-2	-4	-8	-5	·	0.9
CCc1ccc(N2C(=O)CC(N3CCN(c4ccccn4)CC3)C2=O)cc1 (stereo not given)	4	0	·	1	1	·	-3.5
CO[C@H]1CN(C)C(=O)c2cc(NS(=O)(=O)CC(F)(F)F)ccc2OC[C@@H](C)N(CCC(F)(F)F)C[C@@H]1C	-5	3	4	1	2	10[16.7 µM]	-1.5
COc1ccc(/C=N/NC(=O)c2[nH]c3ccc(Br)cc3c2-c2ccccc2)c(C(=O)O)c1OC	3	21	-22	0	-3	-1	1.6
CC(c1ccccc1)N1C(=O)CC(Sc2ncccc2C(=O)O)C1=O (stereo not given)	0	-5	-2	-2	-3	·	2.7
CC=Cc1ccc2n(c1=O)C[C@H]1[C@H](CO)[C@@H](C(=O)NC3CCCC3)N(C(=O)C3CCC3)[C@@H]21 (mixture of isomers)	-5	1	-8	-5	1	·	3.1
Cn1cc(S(=O)(=O)Nc2ccc(Br)cc2F)c(=O)n(C)c1=O	-8	1	-1	0	6	-1	-3.6
C=CCS(=O)(=O)N1CCCC(C(=O)c2cccc(Cl)c2)C1 (stereo not given)	1	-1	1	3	-8	·	-1.6
N#CC(=Cc1ccc(-c2ccccc2)cc1)C(=O)c1ccccc1	-8	-1	·	4	7	·	-0.8
COCC(=O)Nc1ccc2c(c1)C(=O)N(C)C[C@@H](OC)[C@@H](C)CN(CC1CCCCC1)[C@H](C)CO2	-6	1	0	-3	0	-2[16.7 µM]	-2.7
Nc1cc(=O)[nH]c(SCc2cccc3ccccc23)n1	-5	1	-4	1	-2	-10	0.6
C=C(C)c1cccc(C(C)(C)NC(=O)NCCN(CC)CC)c1	-3	-3	-3	-2	0	7	5.2
CN(CC(=O)NNC(=O)CNC(=O)c1ccccc1F)S(=O)(=O)c1ccc(Cl)cc1	-7	2	8	0	-8	-5	0.3
Cc1ccc(-n2c(SCC(=O)NC3CCS(=O)(=O)C3)nc3ccccc3c2=O)cc1C (stereo not given)	11	-2	-4	3	-3	-4	-0.8
Cc1ccc(S(=O)(=O)NC2CCN(Cc3ccc(OCCO)cc3)CC2)cc1	-2	-4	-2	-1	2	·	0.9
O=c1cc2c(nn1Cc1cccc([N+](=O)[O-])c1)-c1ccccc1CC2	3	-1	-1	-1	-5	2	2.3
C[C@H]1CN([C@@H](C)CO)C(=O)Cc2cc(NC(=O)Cc3ccccc3)ccc2O[C@@H]1CN(C)CC1CC1	2	0	-3	0	9	-6[16.7 µM]	-0.6
COc1ccc2c(c1)c(CC(=O)Nc1nnc(C3CC3)s1)c(C)n2C(=O)c1ccc(Cl)cc1	5	·	2	3	0	-5	4.3
Cc1ccc(OCC(=O)N(Cc2ccco2)C2CCS(=O)(=O)C2)cc1 (stereo not given)	9	0	-3	0	0	·	-0.7
CC1(C)CC(=O)C2=C(C1)NC(Nc1nc3ccccc3o1)=NC2c1ccccn1 (stereo not given)	-1	4	-4	0	-1	1	3.4
Cc1cccc(C(=O)NCC(=O)N2CCN(S(=O)(=O)/C=C/c3ccccc3)CC2)c1	3	0	1	-1	1	-11	2.9
Cc1ccc(S(=O)(=O)Nc2ccc3c(c2)CC(=O)N([C@H](C)CO)C[C@H](C)[C@H](CN(C)Cc2ccncc2)O3)cc1	·	-1	-2	-6	-2	27[16.7 µM]	-3.1
CC(C)CC1NC(=O)c2cc3ccccc3cc2-n2c1nc1ccc(Cl)cc1c2=O (stereo not given)	-4	·	0	-1	9	0	0.2
C=CCOC(=O)C1=C(C)NC(C)=C(C(=O)OCC=C)C1c1cccs1	4	-7	-1	10	9	2	2.2
COc1ccc(CCNC(=O)C(=O)NCC2OCCN2S(=O)(=O)c2ccccc2)cc1OC (stereo not given)	-6	-3	-1	-3	13	3	-0.3
O=C(Nc1ccc(OC(F)(F)F)cc1)c1ccc2c(c1)no[n+]2[O-]	-9	·	-3	-1	7	·	14*
O=C1CSC(c2cccnc2)N1Cc1cccnc1 (stereo not given)	-1	5	-4	2	5	-5	1.5
Cc1ccccc1S(=O)(=O)N1[C@@H](C#N)[C@H](c2ccc(C#CC3CCCC3)cc2)[C@@H]1CO	-1	-1	-8	0	1	·	-1.1
NC(=O)c1c(N)[nH]c(C(=O)c2ccccc2)c1-c1ccccc1Cl	6	1	1	-2	-11	·	0.2
C[C@@H]1CN([C@@H](C)CO)C(=O)c2cccc(NS(=O)(=O)c3ccc(Cl)cc3)c2O[C@H]1CN(C)Cc1ccc(C(=O)O)cc1	-2	3	-1	-1	-3	-5[16.7 µM]	-1.9
Cn1c(N)c(C(=O)CSc2nnc(N)s2)c(=O)n(C)c1=O	-8	-2	1	-1	1	0	2.5
O=C1CC(c2cc(Br)ccc2F)c2cc3c(cc2N1)CCC3 (stereo not given)	-1	0	-4	1	-4	-8	4.7
COC1=C(OC)C(=O)C(CCCCCCCCCCO)=C(C)C1=O	-2	1	8	4	3	-6	-1.9
Cc1nn(C)cc1-c1n[nH]c(=S)n1-c1ccc(Cl)cc1	?	2	-2	-2	1	0	1.5
C[C@H]1CN([C@@H](C)CO)C(=O)c2cc(NC(=O)CCC(F)(F)F)ccc2O[C@@H]1CN(C)C(=O)NC1CCCCC1	7	4	1	1	-3	3[16.7 µM]	-3.0
Cc1noc(C)c1S(=O)(=O)N(C)C[C@H]1Oc2ccc(NC(=O)NC3CCCCC3)cc2CC(=O)N([C@H](C)CO)C[C@@H]1C	11	-2	4	-1	-9	3[16.7 µM]	0.6
O=C(OCc1ccccc1)c1cccnc1Cl	4	3	-4	-4	1	-10	-0.4
COc1ccc(CCNC(=O)CNS(=O)(=O)c2cccs2)cc1OC	-1	-2	-2	0	9	-8	-0.5
Cc1cc(NC(=O)Nc2cccc(Cl)c2)n(C(C)(C)C)n1	-1	1	-2	1	-1	3	-0.8
COc1ccc(Sc2ccc(NC(=O)c3cccc(Cl)c3)cc2C#N)cc1	9	-2	-2	-2	-5	-2	4.1

Other results.
compound	DENV2 CPE rescue	ERAP1 inh	SIRT5 block	CASP6 VEID inh	ERp5 block	miR122 inh	F508del corr
CCOC(=O)N1CCN(S(=O)(=O)c2cn(C)c(=O)n(C)c2=O)CC1	15	-3	-3	-1	5	·	1.0
Cn1c(N)c(C(=O)COC(=O)CCCOc2ccc(Cl)cc2Cl)c(=O)n(C)c1=O	0	-7	0	1	-4	·	1.3
COc1ccc(NC(C)=O)cc1NC(=O)CSc1nnc(C2CCCCC2)n1N	-13	-4	-3	-2	-1	-7	2.2
C[C@H]1CN([C@@H](C)CO)C(=O)c2cccc(NS(=O)(=O)c3ccc(F)cc3)c2O[C@H]1CN(C)S(=O)(=O)c1cn(C)cn1	-10	0	·	2	-2	-4	-3.8
CCNC(=S)Nc1cccc(NC(=O)c2ccccc2O)c1	2	-4	-2	-1	4	10	-1.2
O=C(NC[C@H]1[C@H](c2ccccc2)[C@H](CO)N1C(=O)C1CC1)NC1CCCC1	-11	3	2	3	-2	-25[16.7 µM]	3.7
CO[C@H]1CN(C)C(=O)c2ccc(NS(C)(=O)=O)cc2OC[C@H](C)N(CCC(F)(F)F)C[C@H]1C	14	-2	0	2	-3	·	-0.2
O=C(NN=Cc1c(F)cccc1F)c1ccccc1NS(=O)(=O)c1cccs1	10	-4	2	1	-12	1	-3.9
N/C(CC(=O)Nc1ccc(F)cc1)=N\O	1	-1	-3	8	-2	1	·
Cc1ccc(-c2ccc([C@H]3[C@H](CO)N4C(=O)CN(S(=O)(=O)c5cccc(F)c5)C[C@@H]34)cc2)cc1	12	·	8	·	3	·	-4.2
COc1ccc(NC(=O)Nc2ccc3c(c2)C(=O)N([C@@H](C)CO)C[C@@H](C)[C@@H](CN(C)S(=O)(=O)c2ccc(F)cc2)OCCCC[C@@H](C)O3)cc1	30*	1	8	1	-3	-9[16.7 µM]	3.2
COCC(=O)N1CC2(C1)CN(Cc1cccc(Cl)c1)[C@H](CO)c1[nH]c3cc(OC)ccc3c12	-3	-3	0	-3	13	·	3.8
CC(=O)C(C(C)=O)C(c1ccccc1)c1nc2ccccc2[nH]c1=O (stereo not given)	8	0	-1	-5	2	·	-1.9

Shown with two lines to a compound: entries from further up.
Second line of a record: DENV2 CPE rescue, ERAP1 inh, SIRT5 block, CASP6 VEID inh, ERp5 block, miR122 inh, F508del corr
CCNC(=S)Nc1cccc(NC(=O)c2ccccc2O)c1
    2, -4, -2, -1, 4, 10, -1.2
O=C(NC[C@H]1[C@H](c2ccccc2)[C@H](CO)N1C(=O)C1CC1)NC1CCCC1
    -11, 3, 2, 3, -2, -25[16.7 µM], 3.7

Screening results (PubChem BioAssay)
